High-throughput results (PubChem)
NSD2 inh: NSD2 histone methyltransferase inhibitors, primary screen, biochemical, AlphaScreen, single concentration, set 2; 310,000 tested, 0.54% active; inhibition, % at 12.5 µM; NSD2 peptide methylation, 120 min; AID 743445, 2014; Histone-lysine N-methyltransferase NSD2 (Homo sapiens), O96028; in the data active = inhibition above about 50%
dFosB act: activators of delta FosB homodimer, primary screen, biochemical, fluorescence polarization, TAMRA-CDK5 oligo, single point | purified delta FosB; percent of positive-control signal above neutral wells | Protein FosB (Mus musculus), P13346 | 340,000 tested, 0.99% active | activation, % at 25 µM;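 active = mean activation above about 17%, with every replicate also reaching it, limit read from the data, passing the limit was not always enough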;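 also: fluorescence polarization rise as delta FosB binds a TAMRA Cdk5 AP-1 oligo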
Target sequence (P13346 whole entry, looked up): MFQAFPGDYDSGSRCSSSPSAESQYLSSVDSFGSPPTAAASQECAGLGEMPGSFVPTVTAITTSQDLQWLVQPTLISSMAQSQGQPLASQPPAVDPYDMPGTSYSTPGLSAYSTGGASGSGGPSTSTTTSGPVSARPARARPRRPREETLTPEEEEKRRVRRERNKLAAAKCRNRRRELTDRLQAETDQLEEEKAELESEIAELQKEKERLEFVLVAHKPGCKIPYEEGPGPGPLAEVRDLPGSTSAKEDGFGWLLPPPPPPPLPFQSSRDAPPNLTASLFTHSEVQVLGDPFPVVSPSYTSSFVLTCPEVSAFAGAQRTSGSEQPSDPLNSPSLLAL
Keap1-Nrf2 PPI: Keap1-Nrf2 protein-protein interaction inhibitors, primary screen, biochemical, fluorescence polarization, single point. Keap1 Kelch-Nrf2 peptide fluorescence polarization, 1536-well. inhibition, % at 9.4 µM. 340,000 tested, 0.15% active. AID 504523, 2011; in the data active = inhibition above about 12%;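 also: human Keap1 Kelch domain with fluorescein labeled Nrf2 9mer peptide probe; 0% = neutral control wells and 100% = peptide positive control; higher means more block of Keap1 binding to Nrf2 peptide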
Target sequence (Q14145 whole entry, looked up, the tested form may be a part): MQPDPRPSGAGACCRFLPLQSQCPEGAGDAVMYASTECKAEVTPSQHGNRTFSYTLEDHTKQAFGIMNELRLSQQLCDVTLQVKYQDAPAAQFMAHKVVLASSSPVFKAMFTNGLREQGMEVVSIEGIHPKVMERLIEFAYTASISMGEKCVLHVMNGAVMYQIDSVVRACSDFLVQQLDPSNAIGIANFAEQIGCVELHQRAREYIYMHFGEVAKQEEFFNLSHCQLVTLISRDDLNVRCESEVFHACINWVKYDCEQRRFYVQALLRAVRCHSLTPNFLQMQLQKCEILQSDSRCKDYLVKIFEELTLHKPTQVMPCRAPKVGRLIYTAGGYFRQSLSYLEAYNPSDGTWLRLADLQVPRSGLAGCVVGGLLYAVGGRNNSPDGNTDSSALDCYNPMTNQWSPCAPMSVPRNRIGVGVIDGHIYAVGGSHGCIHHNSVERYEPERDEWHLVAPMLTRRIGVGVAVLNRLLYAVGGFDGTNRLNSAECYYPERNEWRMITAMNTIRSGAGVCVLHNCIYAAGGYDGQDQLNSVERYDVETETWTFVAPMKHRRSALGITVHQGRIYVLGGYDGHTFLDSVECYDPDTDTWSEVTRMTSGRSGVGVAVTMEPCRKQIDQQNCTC
Mot1-301 SUMO: yeast Mot1-301 growth rescue at high temperature, primary screen, SUMOylation pathway inhibitor project, S. cerevisiae, ATP luminescence, 38.5C | S. cerevisiae Mot1-301 growth rescue; percent above DMSO median, 100 means doubled | growth rescue, % at 18.8 µM | 320,000 tested, 1% active | AID 2716, 2010;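 active = every valid replicate shows activation above 250% relative to neutral control wells; inactive = the rest, any valid replicate at or below 250%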;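 also: OY570 slx delta 5 strain wells were the positive control but not used for scaling; some compounds called inactive have numbers as strong as hits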
LANA DNA inh: inhibitors of KSHV C-LANA binding to DNA, primary screen, biochemical, fluorescence polarization, FAM-LBS DNA, MBP-C-LANA, single point | Kaposi's sarcoma herpesvirus LANA C-terminal domain (residues 932-1162) DNA binding | inhibition, % at 9 µM | 340,000 tested, 0.078% active | AID 504423, 2011;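 active = highest replicate inhibition at or above 60% at 9 µM, even if other replicates fall short; inactive = all replicates below 60% inhibition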;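 also: 0% = neutral control wells and 100% = 4 µM acridine orange control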
RTF Ca sens inh: cardiac RTF calcium sensitivity inhibitors, primary screen, biochemical, IANBD-TnC fluorescence, EC70 calcium; 340,000 tested, 0.12% active; IANBD-labeled cardiac RTF, Ca2+ fluorescence; inhibition, % at 7.15 µM; Troponin I, cardiac muscle (Homo sapiens) + Troponin T, cardiac muscle (Homo sapiens) + …;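 active = inhibition above the mean inhibition of all tested compounds plus 3 SD, cut at about 17% in these data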;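 also: assay run at fixed EC70 calcium of 1.6 mM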
RTF Ca sens act: cardiac RTF calcium sensitivity activators, primary screen, biochemical, IANBD-TnC fluorescence, EC20 calcium. Troponin I, cardiac muscle (Homo sapiens) + Troponin T, cardiac muscle (Homo sapiens) + …. IANBD-labeled TnC RTF fluorescence at EC20 calcium; 0% EC20 calcium, 100% full calcium. activation, % at 7.2 µM. 340,000 tested, 0.24% active;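 active = activation above the mean over all tested compounds plus 3 SD, cut at about 30% in these data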;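 also: rise in fluorescence read as greater calcium sensitivity of cardiac thin filaments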
Rtt109 HAT inh: inhibitors of C. albicans Rtt109/Vps75 HAT, primary screen, biochemical, ThioGlo CoA-SH fluorescence, plate reader; Histone acetyltransferase RTT109 (Candida albicans (strain SC5314 / ATCC MYA-2876)), …; purified Rtt109/Vps75, 4 h; inhibition, % at 34.9 µM; 330,000 tested, 0.16% active; AID 540336, 2011;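 active = inhibition of at least 50% in every replicate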
CDK5 inh: inhibitors of human CDK5/p35 kinase, primary screen, biochemical, single concentration; Cyclin-dependent kinase 5 (Homo sapiens) + Cyclin-dependent kinase 5 activator 1 (Homo …; Recombinant CDK5/p35, ADP-Glo luminescence, 60 min; inhibition, % at 10 µM; 330,000 tested, 0.01% active; AID 488839, 2010;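 active = highest replicate inhibition of at least 50% and at least 75% of replicates reaching 50%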;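 also: plate controls were DMSO neutral control for no effect and GW8510 at 10 µM for full effect; many of its hits are not listed in these tables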
PvdQ inh: P. aeruginosa PvdQ acylase inhibitors, primary screen, biochemical, fluorescence, plate reader and imaging, single point; purified PvdQ acylase; AID 488965, 2010; inhibition, % at 10 µM; PvdQ acylase [Pseudomonas aeruginosa LESB58]; 340,000 tested, 0.063% active; in the data active = inhibition above about 30%, passing the limit was not always enough;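 also: 0% = vehicle neutral wells and 100% = reference inhibitor wells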
PfHsp90 yeast 2: growth inhibition of PfHsp90-expressing yeast, primary screen, antimalarial PfHsp90 inhibitor project, S. cerevisiae, BacTiter-Glo luminescence, single point, set 2; inhibition, % at 9.4 µM; 310,000 tested, 0.32% active; BacTiter-Glo ATP, 48 h; yeast lacking PDR1 and PDR3 efflux regulators;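 active = every replicate shows inhibition above about 80%, whatever the replicate mean, limit read from the data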;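 also: 0% = DMSO neutral controls and 100% = 20 µM radicicol positive controls; yeast relying on Plasmodium falciparum Hsp90 in place of its own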
* = called active by the depositor.

For COc1ccc(CCNC(=O)CCCn2c(SCC#N)nc3ccccc3c2=O)cc1OC the results were NSD2 inh 5, dFosB act 0, Keap1-Nrf2 PPI -3, Mot1-301 SUMO -1, LANA DNA inh -0.2, RTF Ca sens inh 7, RTF Ca sens act -2, Rtt109 HAT inh -3, CDK5 inh 0.7, PvdQ inh -6 and PfHsp90 yeast 2 0.
c1ccc(-c2ncc3c(ccc4ccccc43)n2)cc1 was read as NSD2 inh 5, dFosB act -13, Keap1-Nrf2 PPI -5, Mot1-301 SUMO 4, LANA DNA inh 0.1, RTF Ca sens inh -12, RTF Ca sens act 0, Rtt109 HAT inh 4, CDK5 inh 2.8, PvdQ inh -11 and PfHsp90 yeast 2 -33.
Screening CCCCNC(=O)CSc1nc2ccccc2c(=O)n1CCNC(C)=O returned NSD2 inh 0, dFosB act -1, Keap1-Nrf2 PPI -5, Mot1-301 SUMO -18, LANA DNA inh -0.3, RTF Ca sens inh -3, RTF Ca sens act 2, Rtt109 HAT inh -7, CDK5 inh 2.1, PvdQ inh -14 and PfHsp90 yeast 2 7.
`Cc1cccc(C(CC(=O)N2CCCCC2)c2ccccc2)c1O` (centres undefined) gave NSD2 inh 0, dFosB act 2, Keap1-Nrf2 PPI -1, Mot1-301 SUMO -13, LANA DNA inh 0.6, RTF Ca sens inh -11, RTF Ca sens act 1, Rtt109 HAT inh 1, CDK5 inh -0.1, PvdQ inh -10 and PfHsp90 yeast 2 -15.
Screening CCN(CC)c1nc(-c2ccccc2)ncc1S(=O)(=O)c1ccc(C)cc1 returned NSD2 inh 27, dFosB act -4, Keap1-Nrf2 PPI 0, Mot1-301 SUMO -15, LANA DNA inh 1.4, RTF Ca sens inh -12, RTF Ca sens act 1, Rtt109 HAT inh 1, CDK5 inh 1.6, PvdQ inh -1 and PfHsp90 yeast 2 -3.
Screening O=C(Nc1ccc(F)cc1F)c1cccnc1 returned NSD2 inh -2, dFosB act 6, Keap1-Nrf2 PPI 0, Mot1-301 SUMO 152, LANA DNA inh -1.5, RTF Ca sens inh -8, RTF Ca sens act 2, Rtt109 HAT inh 0, CDK5 inh -0.3, PvdQ inh -14 and PfHsp90 yeast 2 11.
`CN(Cc1ccc(N(C)C)cc1)C(=O)c1cc2ccccc2o1` gave NSD2 inh 29, dFosB act -9, Keap1-Nrf2 PPI -7, Mot1-301 SUMO -11, LANA DNA inh -1.6, RTF Ca sens inh -2, RTF Ca sens act 0, Rtt109 HAT inh -7, CDK5 inh 0.9, PvdQ inh -1 and PfHsp90 yeast 2 0.
`O=C(CCCCCn1c(=S)[nH]c2ccccc2c1=O)N1CCOCC1` gave NSD2 inh -2, dFosB act -12, Keap1-Nrf2 PPI -2, Mot1-301 SUMO -11, LANA DNA inh -0.2, RTF Ca sens inh -7, RTF Ca sens act 2, Rtt109 HAT inh -8, CDK5 inh -0.3 and PvdQ inh 7.
`O=C(Nc1cccc([N+](=O)[O-])c1)NC1CCCCCCC1` gave NSD2 inh 0, dFosB act -5, Keap1-Nrf2 PPI -2, Mot1-301 SUMO -4, LANA DNA inh -0.9, RTF Ca sens inh -11, RTF Ca sens act -2, Rtt109 HAT inh 6, CDK5 inh 0.4, PvdQ inh -13 and PfHsp90 yeast 2 22.
Screening COc1cccc(CNC(=O)CCCNC(=O)c2ccc(Cl)cc2)c1 returned NSD2 inh -2, dFosB act 1, Keap1-Nrf2 PPI -1, Mot1-301 SUMO -1, LANA DNA inh 1.0, RTF Ca sens inh -1, RTF Ca sens act -5, Rtt109 HAT inh -6, CDK5 inh 0.6, PvdQ inh -6 and PfHsp90 yeast 2 0.
COc1ccc(CCNC(=O)CCC(=O)n2ncc3cc(C)ccc32)cc1OC was read as dFosB act -10, Keap1-Nrf2 PPI -1, Mot1-301 SUMO -4, LANA DNA inh -1.5, RTF Ca sens inh -10, RTF Ca sens act 5, Rtt109 HAT inh 1, CDK5 inh -0.3, PvdQ inh -8 and PfHsp90 yeast 2 -15.
For CCOc1cc(N2CCOCC2)c(OCC)cc1NC(=O)C(C)(C)C the results were NSD2 inh 1, dFosB act -2, Keap1-Nrf2 PPI 1, Mot1-301 SUMO 3, LANA DNA inh 1.7, RTF Ca sens inh -6, RTF Ca sens act -8, Rtt109 HAT inh -2, CDK5 inh -2.5, PvdQ inh -7 and PfHsp90 yeast 2 -40.
`COc1ccc2cc3cc(C(=O)NCCCN4CCOCC4)oc3nc2c1` gave NSD2 inh -3, dFosB act -26, Keap1-Nrf2 PPI -3, Mot1-301 SUMO 374, LANA DNA inh -0.5, RTF Ca sens inh 5, RTF Ca sens act -1, Rtt109 HAT inh -53, CDK5 inh 0.2, PvdQ inh -12 and PfHsp90 yeast 2 24.
O=C(O)CSc1cc(C(=O)c2cc(F)ccc2O)cn2c(=O)c3c(-c4ccccc4)csc3nc12 was read as dFosB act -20, Keap1-Nrf2 PPI 1, Mot1-301 SUMO 1, LANA DNA inh 1.2, RTF Ca sens inh -12, RTF Ca sens act -3, Rtt109 HAT inh -14, CDK5 inh -0.5, PvdQ inh -2 and PfHsp90 yeast 2 -13.
Cc1ccc(/C=C2/Sc3ccccc3N(CC(=O)NCC3CCCO3)C2=O)cc1 (centres undefined) was read as dFosB act -12, Keap1-Nrf2 PPI 3, Mot1-301 SUMO -5, LANA DNA inh -2.6, RTF Ca sens inh -4, RTF Ca sens act -3, Rtt109 HAT inh 6, CDK5 inh 0.9, PvdQ inh -14 and PfHsp90 yeast 2 5.
`NC(=O)c1nc(N2CCOCC2)nc(N2CCOCC2)n1` gave NSD2 inh 4, dFosB act -2, Keap1-Nrf2 PPI -4, Mot1-301 SUMO -10, LANA DNA inh -1.6, RTF Ca sens inh -5, RTF Ca sens act 4, Rtt109 HAT inh -3, CDK5 inh 0.0, PvdQ inh -10 and PfHsp90 yeast 2 -18.
`O=C(Nc1ccc2ccccc2c1)c1cnccn1` gave NSD2 inh -2, dFosB act -7, Keap1-Nrf2 PPI -1, Mot1-301 SUMO 243, LANA DNA inh -0.5, RTF Ca sens inh -8, RTF Ca sens act 5, Rtt109 HAT inh 14, CDK5 inh 2.7, PvdQ inh 8 and PfHsp90 yeast 2 -14.
For COc1ccc(-c2cc(C(=O)NC(C)C)no2)cc1 the results were NSD2 inh -1, dFosB act -7, Keap1-Nrf2 PPI -3, Mot1-301 SUMO 12, LANA DNA inh -0.7, RTF Ca sens inh -4, RTF Ca sens act 8, Rtt109 HAT inh -10, CDK5 inh 0.1, PvdQ inh 2 and PfHsp90 yeast 2 16.
`COC(=O)C(NC(=O)c1ccccc1)=C1C=C(C)OC(C)=C1` gave NSD2 inh 0, dFosB act 4, Keap1-Nrf2 PPI 1, Mot1-301 SUMO 9, LANA DNA inh -4.2, RTF Ca sens inh -2, RTF Ca sens act 5, Rtt109 HAT inh -13, CDK5 inh 1.5, PvdQ inh -7 and PfHsp90 yeast 2 -10.
O=C(c1ccc(=O)[nH]n1)N1CCN(S(=O)(=O)c2cccc(F)c2)CC1 was read as NSD2 inh -1, dFosB act -9, Keap1-Nrf2 PPI -3, LANA DNA inh 13, RTF Ca sens inh -11, RTF Ca sens act -4, Rtt109 HAT inh 0, CDK5 inh 2.0, PvdQ inh -12 and PfHsp90 yeast 2 5.
COc1ccc(/C=N/NC(=O)c2ccc(COCC(F)(F)C(F)F)cc2)cc1 was read as NSD2 inh 0, dFosB act -1, Keap1-Nrf2 PPI 4, Mot1-301 SUMO -4, LANA DNA inh 0.6, RTF Ca sens inh 0, RTF Ca sens act -1, Rtt109 HAT inh -3, CDK5 inh 1.5, PvdQ inh 12 and PfHsp90 yeast 2 -12.
`c1cnc2c(OCc3cn4cccnc4n3)cccc2c1` gave dFosB act 4, Keap1-Nrf2 PPI -3, Mot1-301 SUMO 2, LANA DNA inh 0.0, RTF Ca sens inh -1, RTF Ca sens act 0, Rtt109 HAT inh 4, CDK5 inh -0.6, PvdQ inh -9 and PfHsp90 yeast 2 12.
O=C(c1ccco1)N(CCCN1CCOCC1)c1nc(-c2ccc(F)cc2)cs1 was read as dFosB act -8, Keap1-Nrf2 PPI -2, Mot1-301 SUMO 14, LANA DNA inh 0.2, RTF Ca sens inh -5, RTF Ca sens act 1, CDK5 inh -4.0, PvdQ inh -7 and PfHsp90 yeast 2 -4.
CCc1ccccc1NC(=O)Nc1cccn(Cc2ccc(F)cc2)c1=O was read as NSD2 inh 0, dFosB act -5, Keap1-Nrf2 PPI -3, LANA DNA inh -1.0, RTF Ca sens inh 5, RTF Ca sens act 0, CDK5 inh 1.2, PvdQ inh 3 and PfHsp90 yeast 2 0.
`O=c1[nH]c(=S)[nH]cc1Oc1ccc(Br)cc1Br` gave NSD2 inh 4, dFosB act -6, Keap1-Nrf2 PPI 4, LANA DNA inh -2.0, RTF Ca sens inh 8, RTF Ca sens act 0, Rtt109 HAT inh 5, CDK5 inh 0.5 and PvdQ inh 3.
For CC(C)CN1CCN(Cc2cccc3ncccc23)CC1CCO (centres undefined) the results were NSD2 inh 8, dFosB act -2, Keap1-Nrf2 PPI -7, Mot1-301 SUMO 70, LANA DNA inh 2.3, RTF Ca sens inh -1, RTF Ca sens act 2, Rtt109 HAT inh 0, CDK5 inh -0.7, PvdQ inh -17 and PfHsp90 yeast 2 -18.
CCc1ccc(N(C)S(=O)(=O)c2ccc3[nH]cc(C(=O)NCCN4CCOCC4)c(=O)c3c2)cc1 was read as dFosB act -11, Keap1-Nrf2 PPI -1, Mot1-301 SUMO -3, LANA DNA inh 1.8, RTF Ca sens inh -9, RTF Ca sens act -5, Rtt109 HAT inh -4, CDK5 inh 0.2, PvdQ inh -8 and PfHsp90 yeast 2 8.
Cc1cc(NN)nc(NS(=O)(=O)c2ccccc2)n1 was read as NSD2 inh -2, dFosB act 4, Keap1-Nrf2 PPI 2, Mot1-301 SUMO 246, LANA DNA inh 0.0, Rtt109 HAT inh 10, CDK5 inh -1.4, PvdQ inh 2 and PfHsp90 yeast 2 3.
